12-LOX inh: ALOX12 (human) lipoxygenase inhibition; Potency, µM (top dose mostly 108 µM), for the others: at the highest dose activity change, negative = inhibition, hits mostly inhibitors; AID 1671190; hit rate 1.1% among 580,000; P18054; purified 12hLO, xylenol orange hydroperoxide absorbance; note: % is set by controls: 0 for no effect and ±100 for the full control effect
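Purified human 12hLO (150 nM final) in 25 mM Hepes, 0.01% Triton X-100, pH 7.0 was preincubated 15 min at room temperature with compound. Then 40 uM arachidonic acid was added, 30 min. Hydroperoxide was read by Fe-XO absorbance ratio 573/405 nm.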
GLS inh: inhibitors of human glutaminase (GLS) | GLS enzymatic activity, qHTS titration | hit rate 0.21% among 410,000 | Potency, µM (series often up to 45.5 µM), for inactives: top-dose activity change, negative = inhibition, usual class: inhibitors; note: % is set by controls: 0 for no effect and ±100 for the full control effect
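Coupled fluorescence readout: glutamate oxidase/HRP/Amplex Red detect glutamate formed by hKGA from L-glutamine (1 mM solution added). Buffer 45 mM KH2PO4 pH 8.2, 0.02% Tween-20; reads at t0 and 30 min RT.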
ERG Ets-DNA blk: ERG Ets/DNA interaction inhibition; AID 624246; P11308; fluorescence polarization, His-ERG Ets domain / labelled DNA; Potency, µM (highest dose often 76.9 µM), for the others: top-dose FP activity, negative = inhibition, usual class: inhibitors; hit rate 0.028% among 370,000; active = well fitted inhibition curve with a large enough effect in the polarisation, with a control signal flat; inconclusive = small, poorly fitted or top-dose-only effect, or effect the other way, or a change in a side signal; inactive = no such curve, though single readings can be large or run the other way; the % refers to the polarisation;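 note: polarization taken with two DNA probes labelled with fluorescein and Texas red; % of control where 0% means no effect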
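His-tagged ERG Ets domain (1 uM in the protein solution; 300mM KCl, 50mM Tris-HCl, 1mM EDTA, 1mM DTT, pH 7.5) received compound, then a probe mix of 5 nM fluorescein-DNA and 100nM Texas-615-DNA. Fluorescence polarization was read for both dyes.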
HP1b binding inh: HP1-beta chromodomain-methylated histone interaction inhibition. P83916. AlphaScreen HP1-beta / biotin-H3K9me3 peptide binding. Potency, µM (top dose mostly 114 µM), for the others: at the top dose activity change, negative = inhibition, most hits filed as inhibitors. hit rate 0.56% among 390,000; note: nearly all actives have a fitted effect of over 70% in size; inactives centre near 23
Target sequence (P83916 whole entry, looked up): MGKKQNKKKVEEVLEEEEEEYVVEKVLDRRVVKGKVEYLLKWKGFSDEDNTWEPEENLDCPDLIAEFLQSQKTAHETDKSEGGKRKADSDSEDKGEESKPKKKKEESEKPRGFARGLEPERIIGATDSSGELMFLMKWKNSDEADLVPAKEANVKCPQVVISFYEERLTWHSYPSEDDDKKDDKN
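HP1-beta protein (50 nM final) preincubated 30 min at room temperature with biotinylated H3(1-18)K9me3 peptide (50 nM) in PBS pH 7.4, 0.01% Tween-20, then compound added for 30 min. AlphaScreen streptavidin donor/nickel chelate acceptor beads (10 ug/mL final), 30 min dark, luminescence read.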
JMJD2A Tudor: blocks the human JMJD2A Tudor domain; AlphaScreen JMJD2A-Tudor / H3K4me3 peptide binding; hit rate 4.4% among 390,000; AID 504339; Potency, µM (series often up to 114 µM), for inactives: top-dose activity change, negative = inhibition, most hits filed as inhibitors; note: % is set by controls: 0 for no effect and ±100 for the full control effect; nearly all actives have a fitted effect of over 50% in size
Pin1 inh: blocks the human prolyl isomerase Pin1; Pin1 FP peptide displacement, HiFluor488, 10 min; hit rate 0.009% among 390,000; AID 504891; Potency, µM (titrated, usually from 115 µM), for the others: at the highest dose activity, negative = inhibition, actives largely listed as inhibitors; Q13526; active = well fitted inhibition curve with a large enough effect in the polarisation, with a control signal flat, not every such curve was filed as active; inconclusive = small, poorly fitted or top-dose-only effect, or effect the other way, or a change in a side signal; inactive = no such curve, though single readings can be large or run the other way; the % refers to the polarisation; note: % is set by controls: 0 for no effect and ±100 for the full control effect
Target sequence (Q13526 whole entry, looked up): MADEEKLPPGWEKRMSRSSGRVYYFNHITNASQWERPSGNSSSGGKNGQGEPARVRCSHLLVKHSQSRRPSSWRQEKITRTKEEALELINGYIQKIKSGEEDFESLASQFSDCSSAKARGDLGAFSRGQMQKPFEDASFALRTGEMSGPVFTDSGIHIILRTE
RGS4 inhibitor: blocks human RGS4-accelerated GTP hydrolysis; P49798; Transcreener GDP fluorescence polarization, RGS4-accelerated GTP hydrolysis; Potency, µM (titrated, usually from 114 µM), for the others: at the top dose activity change, negative = inhibition, hits mostly inhibitors; hit rate 0.039% among 390,000; AID 504845; note: % is set by controls: 0 for no effect and ±100 for the full control effect; nearly all actives have a fitted effect of over 75% in size; some results filed as inactive show a strong effect at the top dose
Target sequence (P49798 whole entry, looked up): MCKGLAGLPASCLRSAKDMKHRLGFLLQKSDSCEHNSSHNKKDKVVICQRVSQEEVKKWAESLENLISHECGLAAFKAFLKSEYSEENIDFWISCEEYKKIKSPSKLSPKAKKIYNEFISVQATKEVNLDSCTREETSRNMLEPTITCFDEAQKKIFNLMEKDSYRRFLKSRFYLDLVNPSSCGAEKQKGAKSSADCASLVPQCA
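MLSMR compounds (23 nl, pin-transferred) preincubated 10 min at room temperature with a 500nM (2x) first reagent, then RGS4 at 900nM (2x) plus Transcreener GDP mix added; fluorescence polarization (620/688 nm) read before and after 90 min at 30 °C.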
Tb PGK inh: blocks T. brucei phosphoglycerate kinase. hit rate 0.043% among 380,000. Potency, µM (titrated, usually from 57.5 µM), inactives show top-dose activity change, negative = inhibition, most hits filed as inhibitors. PGK/GAPDH coupled, Kinase-Glo luminescence, 60 min. P07378. AID 602233; note: % is set by controls: 0 for no effect and ±100 for the full control effect; nearly all actives have a fitted effect of over 60% in size
Target sequence (P07378 whole entry, looked up): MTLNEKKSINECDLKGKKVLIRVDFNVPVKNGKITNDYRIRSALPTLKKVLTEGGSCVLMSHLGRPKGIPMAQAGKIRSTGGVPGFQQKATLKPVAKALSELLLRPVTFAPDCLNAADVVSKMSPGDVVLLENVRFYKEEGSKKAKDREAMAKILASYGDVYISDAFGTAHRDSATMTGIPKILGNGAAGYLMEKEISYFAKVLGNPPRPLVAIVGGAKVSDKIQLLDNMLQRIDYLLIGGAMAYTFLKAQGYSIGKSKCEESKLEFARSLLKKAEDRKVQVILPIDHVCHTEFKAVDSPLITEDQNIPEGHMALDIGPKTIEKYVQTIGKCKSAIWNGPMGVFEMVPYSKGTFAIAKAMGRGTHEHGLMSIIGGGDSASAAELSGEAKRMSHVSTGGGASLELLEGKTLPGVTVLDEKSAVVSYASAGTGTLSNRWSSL
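Recombinant glycosomal PGK reaction used 1,3-bisphosphoglycerate generated in-well by GAPDH (100nM final) in 100mM TEA pH 7.6, 5mM MgCl2, 0.01% Tween-20. After 60 minutes at room temperature, ATP was read by Kinase-Glo Plus luminescence end-point.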
rTrxR1 inhibitor: inhibitors of rat thioredoxin reductase 1; hit rate 1% among 390,000; recombinant rTrxR1, NADPH fluorescence consumption, selenite substrate; Potency, µM (doses to about 114 µM), for inactives: at the top dose activity change, negative = inhibition, usual class: inhibitors; AID 588453; O89049; note: % is set by controls: 0 for no effect and ±100 for the full control effect; nearly all actives have a fitted effect of over 65% in size
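Rat TrxR1 (90 nM in the dispensed reagent) was pre-reduced with 400 uM NADPH for 5 min at room temperature, then incubated with compound for 15 min. After 400 uM selenite was added, NADPH fluorescence (Ex 340/Em 450 nm) was followed for 8 min.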
* hit, by the source's call; i = inactive; ? = inconclusive; / = not tested or not shown; & = joins results of further samples; [ ] = dose if it differs, or a comment. Unless noted, calls come from the whole dose curve; as a rule, active = well fitted curve in the direction sought with a large enough effect; inconclusive = small, poorly fitted or top-dose-only effect, or another doubt; inactive = no such curve, though single readings can be large; an effect the other way counts as inactive or inconclusive. Potency is the fitted concentration of half-maximal effect. These rows are one share of the data. The share of hits here may be higher or lower than overall.

nr	SMILES	12-LOX inh	GLS inh	ERG Ets-DNA blk	HP1b binding inh	JMJD2A Tudor	Pin1 inh	RGS4 inhibitor	Tb PGK inh	rTrxR1 inhibitor
1	CN(CC(=O)NCCc1ccc(S(N)(=O)=O)cc1)CC(=O)Nc1ccccc1Cl	-26%	1%	10%[15.4 µM]	25%	-14%	-6%	?	-3%	-7%
2	CC(=O)Nc1nc(SCC(=O)Nc2nnc(C)s2)[nH]c(=O)c1NC(=O)c1cccs1	-28%	24%	-1%	33%	-1%	2%	-6%	7%	0%[57.1 µM]
3	Cc1ccccc1S(=O)(=O)Cc1ccc(C(=O)NCCCN(C)Cc2ccccc2)o1	1%	5%	-4%	25%	-10%	3%	3%	0%	-15%
4	COc1ccc(NC(=O)C(=O)NCCN2CCN(C(=O)c3ccc(C(C)(C)C)cc3)CC2)cc1	28%	-4%	-8%	27%	-10%	-6%	-12%	-5%	11%[57.1 µM]
5	C/C(CC(=O)Nc1ccccn1)=N\NC(=O)C(=O)Nc1cccc(C)c1	0%	16%	7%	58%[activator]	-13%	-11%	1%	3%	12%
6	CCNC(=S)N/N=C(\C)c1cccc([N+](=O)[O-])c1	?	12%	8%	-15%	-26%	-3%	-11%	-3%	25%
7	COc1ccccc1NC(=O)c1ccc([N+](=O)[O-])cc1[N+](=O)[O-]	-5%	-4%	14%	11%	-13%	-1%	-30%	-2%	11%[57.1 µM]
8	O=C(CNC(=O)c1ccco1)NCC(c1ccco1)N1CCCCC1 (stereo unspecified)	3%	0%	-6%	43%[activator]	-5%	0%	3%	5%	12%
9	CN1CCC(N(C)C(=O)COc2ccc(S(=O)(=O)N3CCOCC3)cc2)CC1	13%	-3%	4%	26%	0%	7%	13%	i	21%
10	COC(=O)c1cc(C)sc1NC(=O)C1CC=CCC1C(=O)O (stereo unspecified)	6%	5%	2%	33%	-14%	-5%	14%	-3%	1%
11	CC(=O)OCCN(C)c1cc(SC(C)C)c2nonc2c1[N+](=O)[O-]	-27%	3%	0%	-1%	?	-3%	-29%	i	3.2µM*
12	CCOC(=O)Cc1c(C)[nH]c(=S)[nH]c1=O	?	8%	-4%	20%	56µM*	0%	-19%	-9%	-1%
13	O=C(O)CCCC(=O)N1CCc2cc(S(=O)(=O)NCc3ccc(F)cc3)ccc21	-12%	-3%	4%	42%[activator]	-5%	1%	0%	i	?
14	COc1cc(OC)c2cc[nH]c2c1	1%	16%	4%	2%	-35%	-2%	8%	4%	-13%
15	CC(=O)c1c(C)[nH]c(C(=O)COc2ccc3c(C)cc(=O)oc3c2)c1C	390%[activator]	-21%	6%	54%[activator]	-9%	-9%	-13%	-6%	16%
16	COc1cc(/C=N/Nc2nc(Nc3ccc(C)cc3)nc(-n3nc(C)cc3C)n2)cc(OC)c1OC	-17%	0%	-3%	17%	-36%	1%	-3%	-8%	54%[activator]
17	COc1cc(OC)cc(C(=O)N[C@H](C(=O)NC2=NCCS2)C(C)C)c1	?	6%	-14%	19%	-14%	20%	16%	2%	0%
18	COc1cc(NC(=O)CN2C(=O)COc3ccc(S(=O)(=O)N4CCCCC4)cc32)cc(OC)c1	7%&1%	-2%&2%	6%&-3%	7%&7%	-22%&-22%	?	-2%[11.4 µM]	9%&-8%	21%&23%
19	CC(C)N(Cc1ccccc1)C(=O)c1ccc2c(c1)OCO2	-18%	-5%	-3%	35%	-1%	-20%	5%	i	19%
20	CC1(C2CC2)NC(=O)N(CC(=O)Nc2ccc(Cl)c([N+](=O)[O-])c2)C1=O (stereo unspecified)	-4%	-14%	6%	19%	-21%	-9%	-15%	i	-18%
21	O=S(=O)(Nc1cccc2ccccc12)c1ccccc1F	4%	33%	-2%	-8%	-3%	-2%	29%	9%	11%
22	Cc1cccc(OCC(=O)Nc2cc(Cl)ccc2-n2cncn2)c1C	-10%	0%	-9%	6%	-14%	10%	12%	-11%	1%[57.1 µM]
23	CCn1c(SCC(=O)NC2CC2)nnc1-c1ccc(OC)cc1	129%[activator]	-7%	-8%	53%[activator]	5%	9%	9%	i	-2%
24	CN1C(=O)/C(=C/C=C2\SCCN2C)N(C)C1=S	?	-8%	-20%	?	-22%	?	-36%	-2%	-45%
25	Cc1ccc(C)n1-n1c(C)nc2scc(-c3ccccc3)c2c1=O	0%	-13%	-2%	-20%	?	0%	-5%	1%	4%
26	COc1ccccc1NC(=S)N1CCCc2ccccc21	?	2%	7%	4%	-23%	-2%	-34%	6%	3%[57.1 µM]
27	CCOC(=O)Cn1cnc2c(sc3nc(C)cc(C)c32)c1=O	29%	-9%	-14%	30%	2%	-9%	14%	-3%	11%
28	O=C(COC(=O)Cc1ccsc1)Nc1ccc(Cl)cc1F	-24%&-6%	-9%	1%	47%[activator]	-4%	-8%	-17%	-5%	-6%
29	COC(=O)c1cccc(-n2c(C)cc(C=O)c2C)c1	5%	4%	3%	3%	-23%	4%	-9%	-6%	6%
30	COc1ccc(N2C(=O)C(CC(=O)Nc3ccc(F)cc3)N(CCc3ccc(OC)c(OC)c3)C2=O)cc1 (stereo unspecified)	-10%	1%	-12%	24%	-26%	-2%	-7%	-6%	9%
31	O=C(CSc1ncccn1)N1CCC(Cc2ccccc2)CC1	0%	-3%	-4%	32%	-4%	-3%	-6%	6%	15%[57.1 µM]
32	Cc1ccn2cc(CCNC(=O)CC(C)(C)C)nc2c1	123%[activator]	12%	-9%	33%	-5%	?	3%	-4%	9%
33	N#CCS(=O)(=O)c1ccccc1	-4%	-2%	17%	25%	-17%	6%	-12%	-9%	49%[activator]
34	COc1ccc(-c2oc3ncn4nc(-c5ccccc5Cl)nc4c3c2-c2ccc(OC)cc2)cc1	-6%	-2%	-1%	18%	-7%	-8%	17%	-9%	16%
35	Cc1ccc(-n2ncc3c(N4CCC(C(N)=O)CC4)ncnc32)c(C)c1	/	/	1%	39%[activator]	-12%	-1%	14%	-3%	-13%
36	CCCCCCOC(=O)c1ccc(OC(=O)c2cccnc2)cc1	/	-2%	/	105%[activator]	87%[activator]	0%	19%	-4%	19%
37	CC(C)c1cc(CNC(=O)CCc2nnc(CCCc3ccccc3)o2)on1	-3%	-1%	-2%	58%[activator]	-5%	2%	-6%	/	25%
38	Cc1csc2c(N3CCN(C(=O)NC(C)(C)C)CC3)ncnc12	?	7%	23%	37%	-12%	-7%	10%	10%	30%[57.1 µM]
39	CSc1ccc(Cl)c(C(=O)OCC(=O)N2CCN(c3ccccc3)CC2)c1	-23%	9%	-1%	2%	-22%	5%	-12%	-1%	-4%
40	C=CCc1ccc(OCCCCNC2CCCC2)c(OC)c1	?	2%	-7%	?	?	-10%	-4%	i	3%
41	O=S(=O)(c1cc(Cl)ccc1Cl)N1CC2CCCN2c2ccc(C(F)(F)F)cc21 (stereo unspecified)	0%	6%	-6%	52%[activator]	-29%	6%	13%	i	11%
42	CC(=O)N/C(=C\c1ccccc1)C(=O)OCC(=O)Nc1cc(S(=O)(=O)N(C)C)ccc1C	-14%	9%	7%	3%	-12%	?	0%	-8%	-8%
43	COc1ccccc1CNC(=O)CN1C(=O)COc2ccc(S(=O)(=O)NC3CCCC3)cc21	4%&-14%	4%&2%	-3%&-1%	21%&18%	-1%&-6%	7%&-5%	1%&-9%	4%&-8%	18%&7%
44	COc1ccc2c3c(cccc13)OCC2=O	0%	6%	-4%	58%[activator]	-2%	?	-34%	-6%	3%[57.1 µM]
45	COC(=O)c1ccc(NC(=S)N2CCN(C(=O)c3ccco3)CC2)cc1	0%	-3%	?	9%	-7%	-8%	?	-2%	-17%
46	COc1ccc(NC(=O)C2CC2)cc1S(=O)(=O)N1CCOCC1	17%	-8%	-12%	28%	-1%	8%	6%	-3%	33%
47	CCc1ccc(OC(=O)c2cncc(Br)c2)cc1	11%	-3%	-3%	137%[activator]	56%[activator]	-1%	11%	-2%	23%
48	CN(C)C(CNC(=O)c1cccc(S(=O)(=O)N2CCN(c3ccccc3)CC2)c1)c1ccccc1 (stereo unspecified)	3%	12%	3%	3%	?	1%	-5%	-1%	7%
49	Cc1c(CN2CCC(CO)(Cc3cccc(C(F)(F)F)c3)CC2)c2ccccc2n1C	?	11%	-7%	-11%	?	-2%	-13%	-8%	4%
50	CCOc1ccc(NC(=S)N(C)C)cc1	-16%	3%	0%	28%	4%	1%	-4%	-29%	12%
51	CCOc1ccc(N2CC(NC(=O)c3ccc(S(=O)(=O)N4CCCCC4)cc3)CC2=O)cc1 (stereo unspecified)	-17%	2%	1%	5%	-21%	1%	20%	-9%	15%[57.1 µM]

Compound activity: PubChem BioAssay, National Center for Advancing Translational Sciences (NCATS)
